Screening results from PubChem.
UDG counter = UDG inhibition counter-screen; Potency, µM (doses to about 115 µM), without a hit: top-dose activity change, negative = inhibition, most hits filed as inhibitors; 91,000 tested, 0.14% active; FRET deamination/UDG coupled assay, UDG read, 4 h; also: nearly all actives have a fitted effect of over 65% in size
AID inh = inhibitors of human activation induced cytidine deaminase; Q9GZX7; AID deamination FRET fluorescence, UDG-coupled, 4 h; Potency, µM (top dose mostly 115 µM), for inactives: top-dose activity change, negative = inhibition, actives largely listed as inhibitors; 91,000 tested, 0.32% active; AID 1347428; also: nearly all actives have a fitted effect of over 25% in size
Target sequence (Q9GZX7 whole entry, looked up): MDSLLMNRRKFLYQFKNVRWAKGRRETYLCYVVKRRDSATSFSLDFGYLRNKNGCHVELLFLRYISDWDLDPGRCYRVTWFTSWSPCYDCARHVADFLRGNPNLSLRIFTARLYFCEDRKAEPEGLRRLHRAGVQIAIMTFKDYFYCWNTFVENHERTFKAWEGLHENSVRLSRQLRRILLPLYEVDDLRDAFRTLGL
* marks the source's active call; other numbers are inactive results; u = inconclusive; [ ] = dose if it differs, or a comment. Calls follow the shape of the dose curve; as a rule, active = well fitted curve in the direction sought with a large enough effect; inconclusive = small, poorly fitted or top-dose-only effect, or another doubt; inactive = no such curve, though single readings can be large; an effect the other way counts as inactive or inconclusive. % is scaled to controls: 0 for no effect and ±100 for the full control effect; potency is read from the fitted curve at half-maximal effect.

item | Molecule | UDG counter | AID inh
1 | CCCCn1c(=O)c2oc3ccccc3c2n(Cc2ccccc2C)c1=O | -9% | -11%
2 | Cc1cccc(N2CCN(Cc3nnc(-c4cccc(Br)c4)o3)CC2)c1C | -14% | -17%
3 | O=C(NC1CCCc2ccccc21)c1csc2ccccc12 (stereo not drawn) | -7% | 1%
4 | Cc1ccc(C)c(N2CCN(C(=O)c3cc4c(=O)oc5ccccc5c4s3)CC2)c1 | -1% | 1%
5 | O=C(NN=C1CCCCC1)c1nc(-c2ccccc2)n(-c2ccccc2)n1 | -3% | 2%
6 | Cc1nc(-c2ccc(S(=O)(=O)NCc3ccc(N(C)C)cc3)cc2)co1 | -6% | 14%
7 | COc1ccc(Cn2ccnc2SCC(=O)Nc2nc3ccccc3s2)cc1 | 4% | 4%
8 | O=C(Nc1ccc(Br)cc1)c1ccc(Cl)c(S(=O)(=O)N2CCCCCC2)c1 | -6% | 5%
9 | COc1ccc(NC(=O)CN2C(=O)c3ccccc3Sc3ccc(C(=O)N4CCOCC4)cc32)c(OC)c1 | 3%[57.5 µM] | 10%
10 | Cc1ccc(NC(=O)c2cc(-c3ccncc3)nc3ccccc23)cc1 | -13% | -5%
11 | Cc1ccc(NC(=O)c2ccc3c(c2)NC(=O)c2ccccc2S3)c(Cl)c1 | 18% | 7%
12 | O=C(c1ccc2c(c1)CCCC2)N1CCN(c2nc3ccc(F)cc3s2)CC1 | 3% | 11%
13 | COc1ccc(NC(=O)C2CCC2)c2cccnc12 | 1% | 21%
14 | C=CCNC(=S)Nc1ccc(Cl)cc1Cl | -1% | 4%
15 | CCCc1ccc(C(=O)N(CC#N)C2CC2)cc1 | -6% | -5%
16 | Cc1cccc(NC(=O)c2c(C)cc(C)nc2SCC(=O)Nc2c(C)cc(C)cc2C)c1 | -16% | -27%
17 | O=C(CSc1nc2cc(C(=O)NC3CCCC3)ccc2c(=O)n1CC1CCCO1)c1ccc(F)cc1 (stereo not drawn) | 6% | -7%
18 | COc1ccc2nc3oc(C(=O)N(C)c4ccc(Cl)cc4)cc3cc2c1 | 6% | 0%
19 | Cc1[nH]c2ccccc2c1/C=C(/C#N)C(=O)NC1CC1 | -2% | 1%
20 | COc1ccc(NC(=O)Cn2c(=O)n(CC3CCCO3)c(=O)c3ccccc32)cc1 (stereo not drawn) | -6% | 3%
21 | COc1ccc(CCNc2nc(SCc3ccc(F)cc3)nc3ccccc23)cc1OC | -3%[57.5 µM] | -1%
22 | Cn1c2ccncc2c2cc([N+](=O)[O-])ccc21 | -1% | 58%[activator]
23 | Cc1cccc(C(=O)Nc2cccc(OCc3cc(=O)n4cc(C)sc4n3)c2)c1 | -4% | 22%
24 | COc1ccc(C(=O)OCc2cc(=O)n3oc(C)cc3n2)cc1NC(=O)C(C)(C)C | 0% | 5%
25 | CCOc1ccc(C(=O)NCC(c2ccc3c(c2)OCO3)N2CCN(c3ccc(F)cc3)CC2)cc1 (stereo not drawn) | 9% | 5%

In the list so far, these have an aryl methoxy group:
item | Molecule | UDG counter | AID inh
7 | COc1ccc(Cn2ccnc2SCC(=O)Nc2nc3ccccc3s2)cc1 | 4% | 4%
9 | COc1ccc(NC(=O)CN2C(=O)c3ccccc3Sc3ccc(C(=O)N4CCOCC4)cc32)c(OC)c1 | 3%[57.5 µM] | 10%
13 | COc1ccc(NC(=O)C2CCC2)c2cccnc12 | 1% | 21%
18 | COc1ccc2nc3oc(C(=O)N(C)c4ccc(Cl)cc4)cc3cc2c1 | 6% | 0%
20 | COc1ccc(NC(=O)Cn2c(=O)n(CC3CCCO3)c(=O)c3ccccc32)cc1 (stereo not drawn) | -6% | 3%
21 | COc1ccc(CCNc2nc(SCc3ccc(F)cc3)nc3ccccc23)cc1OC | -3%[57.5 µM] | -1%
24 | COc1ccc(C(=O)OCc2cc(=O)n3oc(C)cc3n2)cc1NC(=O)C(C)(C)C | 0% | 5%

The list continues.
item | Molecule | UDG counter | AID inh
26 | O=C(Nc1ccc(F)cc1)c1ccc2c(c1)NC(=O)c1ccccc1S2 | 8% | 6%
27 | Cc1cc(CN2CCN(C(=O)NC(C)Cn3cccn3)CC2)no1 (stereo not drawn) | -1% | 5%
28 | CCc1ccc(C(=O)c2cn(CC(=O)Nc3ccc(OC)cc3OC)c3ccc(CC)cc3c2=O)cc1 | -13% | -13%
29 | c1cncc(CN2CCN(Cc3c[nH]c4ccccc34)CC2)c1 | 23% | -9%
30 | Cc1nc2c(C(=O)NCCc3ccccc3)c[nH]n2c(=O)c1Cc1ccc(F)cc1Cl | -7% | -16%
31 | COc1ccc(C2CC(=O)c3c(C)nc(N4CCN(C=O)CC4)nc3C2)c(OC)c1 (stereo not drawn) | 20% | -8%
32 | CCOC(=O)c1c(-c2ccc(C)cc2)csc1NC(=O)c1cc(-c2ccc(C)c(F)c2)on1 | -13% | 3%
33 | COc1ccccc1CNC(=O)Cn1ccc2ccccc21 | -9% | -8%
34 | COC(F)(C(=O)Nc1ccccc1C(C)C)C(F)(F)F (stereo not drawn) | -6% | 8%
35 | Cc1ccc(S(=O)(=O)NCC(c2ccsc2)N(C)C)cc1 (stereo not drawn) | -1% | 2%
36 | Cc1ccc(-n2nnnc2SCc2nc(N)c3ccccc3n2)c(C)c1 | 6% | 13%
37 | CN1C(=O)S/C(=C\C(=O)O)C1=O | 7% | 11%
38 | CONC(=O)c1cccc(NC(=O)c2cccs2)c1 | 3% | -3%
39 | COc1ccccc1CCNC(=O)Cc1c(C)c2ccc(O)cc2oc1=O | 27% | 16%
40 | O=C(NCCCO)C(=O)NCC(c1ccc2c(c1)OCO2)N1CCOCC1 (stereo not drawn) | -3%[57.5 µM] | 13%
41 | COc1ccc(NC(=O)CSc2nc3c(oc4ccccc43)c(=O)n2-c2ccccc2)cc1OC | 9% | -15%
42 | Cc1cc(Cl)ccc1OCC(=O)N1CCC(c2nc3ccccc3s2)CC1 | -12%[57.5 µM] | -6%[57.5 µM]
43 | Cc1ccc(C)c(S(=O)(=O)N2CCN(C(=O)NC(C)CCc3ccccc3)CC2)c1 (stereo not drawn) | 0% | -4%
44 | O=C(NC1CC1)c1cccc(NC(=O)C2CC3CCC2C3)c1 (stereo not drawn) | -3% | 0%
45 | Cc1cc(N2CCN(c3cccc(C(F)(F)F)c3)CC2)n2nc(-c3ccccc3C)nc2n1 | -10% | u
46 | Cc1ccc2oc(-c3ccc(Cl)c(NC(=O)c4ccc(-c5ccccc5[N+](=O)[O-])o4)c3)nc2c1 | -16% | 20%
47 | COc1ccc(C(=O)N2CCCC(C(=O)Nc3ccc(C)cc3)C2)c2ccccc12 (stereo not drawn) | -7% | -2%
48 | CCc1ccc(NC(=O)CCn2cnc3ccccc3c2=O)cc1 | -11%[57.5 µM] | 8%[57.5 µM]
49 | O=C(c1ccc(CS(=O)(=O)c2c(Cl)cccc2Cl)o1)N1CCN(c2ccccc2)CC1 | u | -15%
50 | CN(Cc1ccccc1)S(=O)(=O)c1cc(Br)cc2c1N(C(=O)C1CC1)CC2 | -9% | -19%
51 | CC(C)NC(=O)c1ccc(F)cc1 | 12% | -1%
52 | O=C(COC(=O)c1ccc(S(=O)(=O)NCc2ccco2)cc1)c1ccc(F)cc1 | -11% | -7%
53 | COc1cc(OC)c(N(C)C(=O)c2cc3c(=O)oc4ccccc4c3s2)cc1Cl | -4% | 26%
54 | CCN(CC)C(=O)Oc1ccc2c(=O)c(Oc3ccc(C(=O)OC)cc3)coc2c1 | -9% | -17%
55 | CC(=O)Nc1ccc(CNC2CCCC(C)C2C)cc1 (stereo not drawn) | -8% | -7%
56 | Nc1c(C(=O)Nc2cc(Cl)cc(Cl)c2)sc2nc(-c3ccncc3)ccc12 | 0% | -19%
57 | CCOC(=O)Cn1nc(C)c(NC(=O)COc2ccc(Cl)cc2C)c1C | 12% | 8%
58 | COc1cccc(C(=O)Nc2ccc3nc4n(c(=O)c3c2)CCCCC4)c1 | 7% | -11%
59 | O=c1cc2nc(-c3ccccc3)nc(SCCOc3ccc(Cl)cc3)n2[nH]1 | -9% | u
60 | CC(CNC(=O)c1ccc(CSc2nc3ccncc3n2Cc2cccc(F)c2)cc1)c1ccccc1 (stereo not drawn) | -10% | u
61 | CCCCOC(=O)CSc1ncnc2sc3c(c12)CCC(C)C3 (stereo not drawn) | 4% | 18%
62 | CCCCN(C)CCNC(=O)c1c2c(nc3ccccc13)C(=O)N(C1CCCCC1)C2 | 0% | 2%
63 | OC(c1ncc(-c2ccccc2)o1)C(F)(F)F (stereo not drawn) | 5% | 2%
64 | Cc1ccc(NC(=O)Cn2cc(C(=O)c3ccco3)c3ccccc32)c(C)c1 | 3% | -15%
65 | Cc1ccc(CNC(=O)c2ccc(-c3nc(CN4CCc5ccccc54)c(C)o3)cc2)cc1 | 5% | 29%
66 | CC(=O)c1c(C)[nH]c(C(=O)OCC(=O)Nc2ccc(Br)c(C)c2)c1C | 7% | 1%
67 | COC(=O)CSc1ncc2c(n1)-c1ccccc1N(Cc1ccccc1C)S2(=O)=O | u | 145%[activator]
68 | CCCCCOC(=O)c1c(C)oc2c1cc(NS(=O)(=O)c1cccs1)c1ccccc12 | -4% | -3%
69 | Cc1ccc(S(=O)(=O)Nc2cc3c(cc2NCc2ccccc2)n(C)c(=O)n3C)c(C)c1 | 27% | 29%
70 | CCCOc1cccc(C(=O)Nc2cc(C(C)(C)C)on2)c1 | -3% | -10%
71 | CCCn1nc(C(=O)N(CC)C2CCS(=O)(=O)C2)c2ccccc2c1=O (stereo not drawn) | -3% | -9%
72 | Cc1ccc(OCC(=O)Nc2ccc(C(=O)OCc3cc(=O)n4c(C)csc4n3)cc2)cc1 | -19% | -21%
73 | CC(NCC(=O)NC1(C#N)CCCCCC1)c1ccc(Cl)cc1Cl (stereo not drawn) | -2% | -11%
74 | CCc1ccccc1NC(=O)CSc1ncc(S(=O)(=O)c2ccccc2)c(=O)[nH]1 | 11% | 28%
75 | COc1cc(/C=C(\C#N)C(=O)C(C)(C)C)ccc1OCc1c(F)cccc1Cl | 4% | u

(continued)
item | Molecule | UDG counter | AID inh
76 | Cc1ccc(-c2nc(C(=O)NCc3ccc(Cl)cc3)c3n2CCCCC3)cc1 | -4% | -6%
77 | O=C(Nc1cc(Cl)ccc1O)c1cc2nc(-c3ccc4c(c3)OCO4)cc(C(F)(F)F)n2n1 | -2%[57.5 µM] | 19%[57.5 µM]
78 | O=C(CN1CCCc2ccccc21)Nc1cccc2nsnc12 | 4% | -5%
79 | O=C(N/N=C/c1ccc(Cl)cc1)c1cccs1 | 2% | 0%
80 | CCOc1ccc(Sc2cc(C(=O)NCc3ccc(C)cc3)c3ccccc3n2)cc1 | 39%[activator] | 5%
81 | Cc1cccc(OC(C)c2nc(-c3cccc(Br)c3)no2)c1 (stereo not drawn) | -3% | -5%
82 | O=C(CC1Sc2ccc(C(F)(F)F)cc2NC1=O)Nc1ccc(F)c(Cl)c1 (stereo not drawn) | -2% | -9%
83 | S=C(NCCCCCNC(=S)Nc1cccc(Cl)c1)Nc1cccc(Cl)c1 | -9% | -21%
84 | Cc1ccc(C=Nc2c(Br)cc(C)cc2Br)cc1 | 5% | -9%
85 | N#Cc1c(C(F)(F)F)cc(-c2ccc(F)cc2)nc1SCC(=O)Nc1ccccc1 | -13% | -10%
86 | CCc1ccccc1NC(=O)CCS(=O)(=O)c1cccc2nonc12 | -29% | 10%
87 | COc1ccc(C)cc1NC(C)c1nc(-c2ccco2)no1 (stereo not drawn) | 7% | 3%
88 | Cc1ccc(-n2ncc(C(=O)N3CCN(c4cc(Cl)ccc4C)CC3)c2C2CCN(C(=O)OC(C)(C)C)CC2)cc1 | 58%[activator] | -26%
89 | Cc1ccc(N(Cc2cccs2)C(=O)COc2ccccc2[N+](=O)[O-])cc1 | -4% | -25%
90 | COc1ccc(NC(=O)c2cc3c(=O)n(Cc4cccnc4)ccc3nc2C)c(OC)c1 | 6% | 8%
91 | COc1ccc(OC)c(NC(=O)Cn2c(=O)n(-c3ccc(Cl)cc3)c(=O)c3c(C)c(C)sc32)c1 | -6% | 7%
92 | COc1cc2c(cc1OC)/C(=C/S(=O)(=O)c1ccc(C)c(C)c1)NCC2 | -5% | 28%
93 | CCCCC(=O)Nc1c(C(=O)N2CCN(c3ccccc3F)CC2)oc2ccccc12 | 14% | u
94 | O=C(c1ccc(F)cc1)N(C1CCCC1)C1CC1 | 1% | -4%
95 | O=C1Cc2cc(-c3csc(Nc4ccc(F)cc4)n3)ccc2N1 | -12% | 11%
96 | COC(=O)[C@@H]1[C@H]2C[C@H]3c4[nH]c5ccccc5c4CCN3C[C@@H]2CC[C@@H]1O | -9% | -3%
97 | Cc1ccccc1C(C)Nc1ccc(S(N)(=O)=O)cc1[N+](=O)[O-] (stereo not drawn) | -1% | -8%
98 | CCCCCn1c(NCCCOCC)nc2c1c(=O)[nH]c(=O)n2C | -2% | -6%
99 | CCOC(=O)NC(CNC(=O)c1cccc(OC)c1)CC(C)C (stereo not drawn) | 0% | -3%
100 | c1ccc(-c2csc3ncnc(Oc4ccc5ccccc5c4)c23)cc1 | -3% | -13%
101 | COC(=O)C1=C(N)OC2=C(C(=O)CC(C)(C)C2)C1c1ccc(Cl)cc1Cl (stereo not drawn) | 1% | -3%
102 | Cc1cccc(C)c1Nc1sc(C(=O)c2ccccc2)c(N)c1C(=O)Nc1ccc(F)cc1 | -3% | 94%[activator]
103 | Cc1cccc(-n2ncc(C(=O)N3CCN(C4CCCCC4)CC3)c2C2CCN(C(=O)OC(C)(C)C)CC2)c1 | 5% | -22%
104 | Cn1cnc(S(=O)(=O)N2CCC(C(=O)NCc3ccc(Cl)cc3)CC2)c1 | 1% | 16%
105 | CCOC(=O)c1cnc2cc(C(F)(F)F)ccc2c1Nc1ccc(F)cc1F | 4%[57.5 µM] | 51%[activator][57.5 µM]
106 | CCOC(=O)c1ccc2c(c1)[C@@H]1C=CC[C@@H]1[C@H](c1cccc(OC)c1OC)N2 | -1% | 171%[activator]
107 | OCCN1CCN(CC/C=C2/c3ccccc3Sc3ccc(C(F)(F)F)cc32)CC1 | -13% | u

These rows are one share of the data; rates above refer to the full screens.
